aSyn 5UTR inh: MLPCN primary screen, SNCA 5' untranslated region. alpha-synuclein 5'UTR reporter, inhibitor activity. inhibition, % (tested at 7.5 µM). hit rate 0.82% among 300,000. AID 1813, 2009; in the data active = inhibition above about 60%; inconclusive = no clear call, values can overlap the other calls;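 also: H4 neuroglioblastoma cells stably carrying SNCA 5'UTR luciferase fusion; 0% = DMSO wells and 100% = positive control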
HIF activator: HIF pathway transcriptional activators, primary screen, cell-based, U2OS HRE-luciferase, luminescence; activation, % at 7.5 µM (by protocol); U2OS HRE-luciferase reporter; normalized: DMSO 0%, desferrioxamine 100%; hit rate 0.32% among 300,000;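 active = mean activation of at least 10% of the iron chelator positive control signal, with at least half of replicates also reaching 10%; inconclusive = mean and replicate majority disagree about reaching 10%; inactive = mean and most replicates under 10%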
HSF1 inh: HSF1 inhibitors in luciferase reporter cells, primary screen, cell-based, NIH3T3, luminescence; NIH3T3-HGL HSE-luciferase, MG132-induced, luminescence 8 h; stronger effect = lower value; activity change, negative = inhibition, % at 7.5 µM (by protocol); hit rate 0.77% among 300,000; AID 2098, 2009;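 active = more than half of replicate wells show activity change below -50%, luminescence cut by over half; inconclusive = some wells, but at most half, below -50%; inactive = no replicate well below -50%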;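 also: luciferase reports HSF-1 transcriptional activity via heat shock element; 0% = median of DMSO wells and -100% = zero luminescence signal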
HSP90 refold inh: HSP90 inhibitors, primary screen, cell lysate, luminescence; Heat shock protein HSP 90 (rabbit reticulocyte lysate; luciferase refolding); Rabbit reticulocyte lysate, luciferase refolding luminescence, 3 h; inhibition, % at 5.6 µM; hit rate 0.91% among 290,000;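 active = inhibition above the screen-wide mean plus 3 SD, computed separately per campaign, cut at about 16% in these data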;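 also: 0% = DMSO wells and 100% = 60 µM geldanamycin wells; inhibitors lower the luminescence because luciferase stays unfolded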
HDAC3 inhib: HDAC3 deacetylase inhibitors, primary screen, biochemical, fluorescence, cell-free homogeneous | Histone deacetylase 3 (Homo sapiens), O15379 | recombinant HDAC3, fluorogenic peptide/trypsin coupled | inhibition, % at 8.3 µM | hit rate 0.15% among 320,000 | AID 2718, 2010; in the data active = inhibition above about 26%, passing the limit was not always enough; inconclusive = no clear call, values can overlap the other calls
Target sequence (O15379 whole entry, looked up): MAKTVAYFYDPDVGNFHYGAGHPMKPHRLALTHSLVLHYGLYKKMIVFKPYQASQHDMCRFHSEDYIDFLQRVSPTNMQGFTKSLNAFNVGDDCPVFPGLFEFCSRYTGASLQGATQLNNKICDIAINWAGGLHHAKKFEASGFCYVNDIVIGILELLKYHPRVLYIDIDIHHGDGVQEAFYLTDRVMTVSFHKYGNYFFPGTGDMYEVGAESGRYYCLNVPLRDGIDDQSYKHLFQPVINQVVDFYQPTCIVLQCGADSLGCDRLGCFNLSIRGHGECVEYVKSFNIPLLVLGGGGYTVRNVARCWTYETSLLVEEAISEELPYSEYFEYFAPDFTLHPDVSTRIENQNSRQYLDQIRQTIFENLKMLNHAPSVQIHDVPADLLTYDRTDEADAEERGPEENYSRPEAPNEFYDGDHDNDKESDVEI
KLF5 inhibitor: KLF5 expression inhibitors, primary screen, DLD-1 cells, luminescence | inhibition, % at 5 µM | DLD-1 KLF5 promoter-luciferase reporter | hit rate 0.23% among 290,000;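 active = inhibition above a per-plate limit of that plate's mean compound inhibition plus 3 SD, cut at about 60% in these data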;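 also: 0% = DMSO wells and 100% = LY294002 at 200 µM; higher means less KLF5 promoter-driven luciferase light; inactives centre near -14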
IEC-6 cytotox: cytotoxicity in IEC-6 intestinal epithelial cells, primary screen, cytotoxicity control for KLF5 inhibitor project, cell-based, luminescence | inhibition, % at 5 µM | hit rate 0.78% among 290,000 | IEC-6 cytotoxicity, luminescence viability | AID 1825, 2009; in the data active = inhibition above about 22%;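 also: 0% = plate median of test compound wells and 100% = cytotoxic reference compound wells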
HSF1 activator: HSF-1 activators, primary screen, NIH3T3-HGL cells, MG132 stress, luminescence, single point. hit rate 1.7% among 300,000. NIH3T3-HGL HSF-1 luciferase reporter, 8 h; 100% = twice DMSO control signal. activation, % at 9 µM. AID 504408, 2011;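 active = mean replicate activation of at least 50% with a set share of replicates each reaching 50%; inconclusive = only one of those two conditions met; inactive = mean below 50% and too few replicates reaching it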;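 also: 0% = median of the neutral control wells and 100% = twice that signal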
AI-2 QS mod: Vibrio harveyi AI-2 quorum sensing modulators, primary screen, JMH597 strain, luminescence/OD600 ratio; Vibrio harveyi JMH597 AI-2 luminescence/OD600 ratio, 9 h; stronger effect = lower value; strain lacks LuxN and CqsS sensors; 0 = neutral-control median; activity change, % at 7.5 µM; hit rate 0.4% among 300,000; AID 2094, 2009; in the data active = activity change below about -75%, passing the limit was not always enough; inconclusive = no clear call, values can overlap the other calls;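 also: luminescence divided by OD600 gain over 9 h not by final OD600 alone; inactives centre near 13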
Platelet DG rel: inhibitors of platelet dense granule secretion, primary screen, cell-based, MLPCN, human platelets; human platelet-rich plasma, SFLLRN dense granule ATP release, luminescence; inhibition, %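 (compounds screened at 7.5 µM in platelet-rich plasma)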; hit rate 0.22% among 300,000;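 active = mean replicate score, as percent of positive control, at or above 50; inconclusive = mean below 50 but at least one replicate at or above 50; inactive = mean and every replicate below 50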
An asterisk follows results filed as active; ? = inconclusive; nt = not tested or not shown; & = joins results of further samples.

compound,HSP90 refold inh,KLF5 inhibitor,Platelet DG rel,HDAC3 inhib,aSyn 5UTR inh,HSF1 inh,HSF1 activator,AI-2 QS mod,IEC-6 cytotox,HIF activator
CCCCOP(=O)(c1ccc(N(C)C)cc1)C(Nc1ccccc1)c1ccccc1 (stereo not drawn),5,19,-1,12,-5,0,22,41,5,-0.2
CC(=O)c1cc(F)c(N2CCN(C(=O)C(C)(C)C)CC2)cc1C,-5,-9,3,0,2,1,-13,28,-6,-0.3
CC(C)(C)NC(=O)NC(=O)CSc1nncs1,1,6,5,9,6,4,-2,-3,1,0.5
Cc1ccc(Nc2c(N)c(=O)oc3ccccc23)cc1,1,-46,-1,0,-60,98,161*,10,1,2.9
COc1ccc(N2CCN(C(=O)c3cc([N+](=O)[O-])ccc3N3CCN(CCO)CC3)CC2)cc1,-1,4,10,-1,6,-7,-17,21,2,0.8
Cc1cccc(NC(=S)NNC(=O)CC(C)O)c1C (stereo not drawn),-3,-23,-3,-9,-1,1,-12,29,-3,-0.2
O=C1OC(Cc2ccccn2)C(O)=C1C1=NCCCN1 (stereo not drawn),0,-35,-20,nt,-56,5,28,22,3,nt
CCN(CC)c1nc2cc(OC)ccc2cc1C#N,-2,-1,5,-13,3,-8,-28,14,5,1.6
CC(C)n1cc(/C=C2/NC(=O)N(c3cccc(Cl)c3)C2=O)c2ccccc21,1,-2,-2,-4,2,-1,4,8,5,0.0
C=CCNCc1ccccc1[N+](=O)[O-],nt,nt,1,-2,-24,-4,5,15,nt,-0.4
c1ccc(-c2nn[nH]n2)cc1,-1,8,-6,nt,7,-7,-5,18,6,0.3
COc1ccc(C(=O)NCCOc2ccccc2Cl)c(OC)c1OC,0,-178,-3,-4,-154,56,54*,-4,-4,5.2
CCOC(=O)c1cc(-c2ccc(C)cc2)n(CCC(=O)NCCCOC)c1C,5,-4,0,-9,4,-10,-3,14,-3,0.7
CC(C)Cc1cc(C(=O)Nc2c(F)cc(F)cc2Br)no1,-3,5,-10,9,-21,10,19,13,-4,0.8
CCCN1CCC(NC(=O)Nc2ccc(Br)cc2)CC1,1,-10,0,0,-29,1,8,12,-1,0.3
Cc1nc2nc(C)c(NS(=O)(=O)c3ccc(C(C)(C)C)cc3)c(=O)n2[nH]1,3,14,1,6,-2,-1,14,nt,1,-0.2
Cc1nnc(Sc2cc(NCCCO)c([N+](=O)[O-])c3nonc23)s1,3,-30,7,nt,17,?,-17,-17,11,-3.9
CCc1ccccc1N(CC(=O)O)S(C)(=O)=O,-3,-12,8,-2,-6,-9,11,29,-6,-1.3
O=C(O)c1ccc(/C=N/Nc2ccc(C(F)(F)F)cn2)cc1,11,-216,6,nt,-172,20,52*,25,0,1.9
COc1ccc(CSc2nc(C)cc(C)c2S(C)(=O)=O)cc1,6,5,5,4,30,0,8,25,6,-0.1
COC(=O)c1ccccc1S(=O)(=O)N1CCC(C(=O)OC(C)C(=O)NC(N)=O)CC1 (stereo not drawn),4,7,3,0,-18,1,2,20,5,0.0
Cc1ccc(-n2c(C)cc(/C=N\NC(=O)CC(=O)NC(C)C)c2C)cc1,-5,-6,0,2,12,-3,-6,8,-1,-0.4
CCCn1c(N2CCC(Cc3ccccc3)CC2)nc2c1c(=O)[nH]c(=O)n2C,-1,20,-20,-1,22,-4,3,-11,-4,-0.2
CC(NC(=O)C12CC3CC(C)(CC(C)(C3)C1)C2)c1ccncc1 (stereo not drawn),3,-7,19,-7,-8,-7,2,2,4,1.9
COc1ccc(CCn2nnnc2C(C(C)C)N2CCC(C(N)=O)CC2)cc1OC (stereo not drawn),0,-25,nt,2,-4,-12,6,14,-8,0.0
CC(C)(C)OC(=O)NCCc1nnc(SCc2ccc(Cl)cc2Cl)o1,-1,4,5,3,22,6,25,3,3,-0.3
CNc1nc(-c2ccccc2)cc(C(F)(F)F)c1C#N,5,-3,7,-27,1,0,-6,6,4,-0.6
O=C(CNCC1CCCO1)Nc1ccccc1N1CCCCCC1 (stereo not drawn),2,-3,1,13,9,8,11,4,-5,-0.3
NC(=O)NC(=O)CSc1nnc(-c2ccco2)n1Cc1ccccc1,0,-50,6,-5,-6,6,3,38,2,-6.6
COc1ccc(C)cc1NS(=O)(=O)c1cc(C)ccc1C,6,-32,-3,18,30,-2,2,21,10,0.3
O=C(NCC(=O)N1CCCC1)c1ccc(Br)o1,2,-29,2,3,19,-5,13,19,2,1.2
Cc1oc2ccc(O)cc2c1C(=O)c1ccc([N+](=O)[O-])cc1,-3,-5,-7,-3,-7,-8,-11,50,-5,0.4
O=C1CC(=O)N(Cc2ccco2)C(=O)N1,2,-16,5,6,4,2,19,20,-2,-1.1
Cc1ccc(C(=O)NC2CCC(C)CC2)o1 (stereo not drawn),nt,nt,2,-1,-19,1,17,11,nt,1.1
COc1cccc(CNC(=O)c2cccc(S(=O)(=O)N3CCN(c4ccc(F)cc4)CC3)c2)c1,nt,nt,-2,1,16,22,36,9,nt,-0.1
Cc1cc2nnc(SC3CCCCN(C(=O)c4ccc(F)cc4)C3=O)n2c2ccccc12 (stereo not drawn),2,-16,-4,6,8,19,11,19,0,0.1
Cc1cc2c(cc1S(=O)(=O)NCc1ccccc1)n(C)c(=O)c(=O)n2C,-1,9,0,-1,-16,0,7,25,0,0.2
Cc1noc(C)c1COC(=O)CCc1nc2ccccc2s1,-4,-45,-4,-2,-11,3,-3,-1,2,-0.1
O=C(Nc1ccccc1)Nc1ccccn1,-1&3,-103&-56,-4,-7,-126,20,38,0,0&12,2.5
CCN1CCN(S(=O)(=O)c2cc(OC)ccc2OC)CC1,0,-15,-1,3,-5,-3,-2,28,6,0.0
CCCCN(CCCC)C(=O)c1cc2ccccc2c(=O)o1,-4,12,-14,2,18,-3,-10,8,-6,-0.3
CN(CCCNC(=O)c1ccc(N2CCCC2=O)cc1)c1ccccc1,-2,-40,-49,6,8,10,15,12,-9,0.0
Cc1cc(C)cc(-n2nnnc2SCC(=O)Nc2nc(-c3ccc(Cl)cc3)cs2)c1,-1,3,3,16,-1,-8,-20,10,-4,0.3
Cc1ccc2nsnc2c1N,2,-4,1,-6,-44,9,26,24,-2,0.4
Cc1cccnc1CCNC(=O)CCc1nnc(CCc2ccccc2)o1,1,-11,-3,-1,10,-4,-17,20,-4,0.2
COc1ccc(CCNC(=O)CCc2ccsc2)cc1OC,1,-6,12,1,10,7,32,18,2,-0.2
Cc1c(C(=O)N2CCCCC2)c(S(=O)(=O)NCc2ccc(F)cc2)c(C)n1C,-3,-7,2,6,36,0,4,-6,0,-0.2
CC(C)Oc1ccc(C(=O)Nc2ccc(C(F)(F)F)n(C)c2=O)cc1,-7,-22,-8,-5,-82,6,32,9,-3,0.9
C/C(=N\OC(=O)Nc1ccc(Cl)cc1)c1ncc(C(F)(F)F)cc1N1CCOCC1,1,-12,1,-4,-55,14,23,-17,4,0.5
CCN1CCN(c2ccc(S(=O)(=O)N3CCCCC3)cc2NC(=O)C(C)Oc2ccc(F)cc2)CC1 (stereo not drawn),nt,nt,-11,-2,-2,8,12,16,nt,-0.5
CCN(CC)C(=O)C12CC3CC(CC(Br)(C3)C1)C2,-5,-9,-3,1,3,-6,-10,7,-3,-0.8
CC(C)CC(=O)Nc1ccccc1-c1nnn(CC(=O)N2CCc3ccccc3C2)n1,0,-17,-8,3,-1,2,11,-4,-8,0.0
CCOC(=O)CCC(=O)N1CCNC(=O)C1,0,-4,11,-4,14,-3,12,19,5,-0.4
CCN(CC)CCN1CNC(=S)N(c2ccccc2OC)C1,0,11,nt,-5,nt,nt,nt,38,2,nt
Cc1c(NC(=O)c2ccco2)cccc1C(=O)NN1C(=O)c2ccccc2C1=O,-4,-22,-14,1,35,-7,-25,11,-7,-0.4
N#Cc1nc(-c2ccccc2Cl)oc1NCc1ccco1,-2,-11,2,5,-21,-36,-38,-80*,-6,0.9
CC(=O)Nc1ccc2nc(SCC(=O)N3CCOCC3)sc2c1,0,-3,12,3,8,-3,-1,31,2,0.1
Cc1c(NC(=O)c2cc(=O)[nH]c3ccccc23)c(=O)n(-c2ccccc2)n1C,6,-18,0,4,-2,-4,5,12,2,-0.1
C#CCN1C(=O)C2(OCCO2)c2ccccc21,-1,-31,4,-2,14,-3,14,5,3,-0.8
Cc1cccc(-n2c(N)c(-c3nc4ccccc4n3C)c3nc4ccccc4nc32)c1,-4,6,-1,0,9,-2,1,11,-6,0.6
Cc1cccc(NC(=O)c2cccnc2)c1C,1,-14,-8,-3,3,-2,-4,3,2,-0.5

From PubChem BioAssay
